tuberculosis growth = growth inhibition of non-replicating M. tuberculosis (AID 488890); Mycobacterium tuberculosis non-replicating, growth inhibition; higher % means a stronger effect; hit rate 0.39% among 320,000; inhibition, % at 25 µM, or IC50 in µM where a hit was titrated; in the data active = a potency from the dose series; inconclusive = inhibition mostly from about 82% at the one dose, without a potency; inactive = the rest, 99 in 100 with inhibition below about 76%;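 note: plate controls were DMSO cells for no effect and high antibiotic wells for full effect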
H37Rv inhibition = M. tuberculosis growth inhibition, HTS (AID 449762) | M. tuberculosis H37Rv growth inhibition, 7H9 media; higher % means a stronger effect | inhibition, % at 25 µM; hits with a dose series show IC50 in µM | hit rate 0.59% among 330,000; in the data active = a potency from the dose series; inconclusive = inhibition above about 70% without an active follow-up result;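 note: bacterial growth assessed after seven days of incubation; strong numbers were not always called active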
H1N1 NS1A inhibition = H1N1 influenza NS1A inhibitors, functional cell based assay (AID 504329); hit rate 0.3% among 340,000; NS1A functional cell-based assay, percent inhibition; higher % means a stronger effect; one-dose inhibition, % at 12.5 µM; IC50 in µM for titrated hits; in the data active = a potency from the dose series; inconclusive = inhibition above about 27% without an active follow-up result; note: strong numbers were not always called active
PhoP GFP inhibition = PhoP regulon inhibitors, Salmonella typhi PhoP promoter GFP reporter, confirmatory (AID 1850) | Salmonella Typhi PhoP-promoter GFP reporter, fluorescence, 4 h; higher % means a stronger effect | inhibition, % at 50 µM, or IC50 in µM where a hit was titrated | hit rate 0.33% among 310,000; in the data active = a potency from the dose series; inconclusive = inhibition mostly from about 25% at the one dose, without a potency; inactive = the rest, 99 in 100 with inhibition below about 19%;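 note: 0% = induced wells with vehicle and 100% = uninduced wells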
inhibitors of VEEV = inhibitors of VEEV TC-83 cytopathic effect, confirmation, Vero cells (AID 588727). Vero cells, VEEV TC-83 cytopathic effect inhibition; higher % means a stronger effect. inhibition, % at 20 µM; hits with a dose series show IC50 in µM. hit rate 0.13% among 350,000; in the data active = a potency from the dose series; inconclusive = inhibition mostly from about 14% at the one dose, without a potency; inactive = the rest, 99 in 100 with inhibition below about 12%; note: strong numbers were not always called active
inhibitors of VEEV 10K pilot screen = second read-out of inhibitors of VEEV, no call of its own (marks repeat the call); inhibition, %; measured here: 10K pilot screen inhibition
Starred values were filed as active, the others as inactive; i = inactive; ? = inconclusive; . = not tested or not shown; & = joins results of further samples. Rows are unselected; about 1.5% have a hit in one of these screens.

SMILES	tuberculosis growth	H37Rv inhibition	H1N1 NS1A inhibition	PhoP GFP inhibition	inhibitors of VEEV	others
CN(CC(=O)Nc1ccc2c(c1)OCCO2)S(=O)(=O)c1cccc2cccnc12	.	0%	6%	-3%	11%
CN(c1ccccc1)S(=O)(=O)c1cccc(NC(=O)COc2ccccc2)c1	31%	3%	-11%	.	1.6%
COC(=O)CSc1n[nH]c(-c2ccncc2)n1	-2%	-2%	2%	7%	5.1%
COc1ccc(N2C(=O)c3ccccc3NC2c2ccc(OC)c(CSc3ccccn3)c2)cc1 (stereo not drawn)	8%	-2%	-3%	-4%	0.6%
CC1(C)CC2CC(C)(CN2C(=O)c2cc(-c3ccccc3O)on2)C1 (stereo not drawn)	1%	1%	-2%	8%	6.6%
Fc1ccccc1N1CCN(CCCNc2ccc3nncn3n2)CC1	.	-4%	-3%	-9%	4.7%
O=c1oc2ccccc2cc1-c1nc(-c2cccs2)cs1	-1%	1%	-13%	-30%	0.8%
CN1C(=O)NC(NC(=O)C2CCCCC2)(C(F)(F)F)C1=O (stereo not drawn)	-10%	-10%	-5%	6%	i
O=C(O)c1cc(-c2ccc(Cl)cc2)n(-c2ccccc2)n1	1%	2%	-7%	-8%	0.1%
COc1cc(C(=O)NNC(=O)C2CC2)cc(OC)c1OC	8%	-4%	7%	0%	1.4%
Cc1ccc(C2N(c3ccc(F)cc3)C(=O)C3CCCN32)cc1 (stereo not drawn)	8%	-10%	-2%	3%	0.4%
Nc1cccc(C(=O)NCCNC(=O)c2cccc(N)c2)c1	-15%	-6%	-15%	1%	i
COCCN(C(=O)CC1C(=O)NCCN1Cc1ccc(-c2ccccc2)cc1)C(C)C (stereo not drawn)	15%	0%	-2%	8%	0.8%
CCN(c1ccccc1)S(=O)(=O)c1ccc(Cl)c(NC(=O)CSc2nncs2)c1	32%	4%	-5%	6%	2.8%
CCOC(=O)C(CC)(CC)C(=O)/C=C/c1cccc(Br)c1	34%	-8%	-2%	-10%	12%
CSCCCNC(=O)c1ccccc1OC1CCN(S(C)(=O)=O)CC1	4%	-2%	6%	11%	0.9%
O=C(Nn1cnnc1)c1ccccc1F	-1%	-1%	-4%	0%	0.4%
CC(=O)Nc1ccc(NC(=O)C2CCCN(S(=O)(=O)c3ccc(-n4cnnn4)cc3)C2)cc1 (stereo not drawn)	1%	3%	2%	11%	1.0%
C=C(C)Cn1c(N2CCN(c3ccc(OC)cc3)CC2)nc2c1c(=O)n(C)c(=O)n2C	15%	-5%	10%	5%	3.2%
O=C(Cc1ccccc1)NNC(=O)C1CCCC1	-10%	-3%	15%	-1%	1.4%

Arranged by number of heavy atoms (highest first): some entries from above.
SMILES	tuberculosis growth	H37Rv inhibition	H1N1 NS1A inhibition	PhoP GFP inhibition	inhibitors of VEEV	others
COCCN(C(=O)CC1C(=O)NCCN1Cc1ccc(-c2ccccc2)cc1)C(C)C (stereo not drawn)	15%	0%	-2%	8%	0.8%
CCN(c1ccccc1)S(=O)(=O)c1ccc(Cl)c(NC(=O)CSc2nncs2)c1	32%	4%	-5%	6%	2.8%
CSCCCNC(=O)c1ccccc1OC1CCN(S(C)(=O)=O)CC1	4%	-2%	6%	11%	0.9%

(listing goes on)
SMILES	tuberculosis growth	H37Rv inhibition	H1N1 NS1A inhibition	PhoP GFP inhibition	inhibitors of VEEV	others
CC(C)(C)C(=O)NC1CCN(S(=O)(=O)c2ccc(C(F)(F)F)cc2)CC1	-2%	-6%	-10%	-2%	0.6%
Cc1cc(Cl)ccc1NC(=O)CN1CCC(C(O)(c2ccccc2)c2ccccc2)CC1	70%	46%	0%	-4%	i
Cc1sc2nc(COC(=O)c3cccc(S(=O)(=O)N(C)c4ccccc4)c3)[nH]c(=O)c2c1C	37%	-10%	0%	4%	1.6%
CCN(C[C@H]1N[C@@](C)(C(=O)OC)[C@H]2C(=O)N(Cc3ccccc3)C(=O)[C@@H]12)S(=O)(=O)c1ccc(OC)cc1	4%	5%	-8%	.	1.8%
CCOC(=O)N1CCC(N(CCN(C)C)C(=S)Nc2ccc(F)c(Cl)c2)CC1	5%	6%	0%	-5%	2.8%
O=C(Nc1cccc(C(F)(F)F)c1)c1cccc(NS(=O)(=O)c2ccc(O)c(C(=O)O)c2)c1	-7%	-1%	-1%	-6%	1.4%
COc1cccc(-n2c(C)c3c(OC)cccc(=O)c3c2C)c1	20%	2%	2%	7%	2.9%
COc1cc(OC)cc(C(=O)Nc2ccc(S(=O)(=O)Nc3cc(C)nc(C)n3)cc2)c1	30%	4%	.	2%	.
OCCN(CCO)CC(O)COc1ccc(Br)cc1 (stereo not drawn)	-7%&1%	-8%&8%	7%	9%&5%	13%&6.3%
CC(=O)c1cnc(Nc2nc(C)c3ccc(C)cc3n2)nc1C	23%	0%	-5%	4%	7.0%
CCOc1ccc(CN2CCCC(CO)(Cc3ccccc3F)C2)cc1 (stereo not drawn)	13%	3%	1%	12%	i
CC(=O)CCc1c(C)[nH]c2ccc(NC(C)=O)cc2c1=O	12%	-6%	5%	6%	0.9%
CC(C)(C)c1cc(CN2CCOCC2)c(C(=O)O)o1	-2%	-6%	1%	-4%	0.6%
CCC(C)NS(=O)(=O)c1ccc(NC(=O)C(Sc2ccccc2)c2ccccc2)cc1 (stereo not drawn)	21%	0%	-6%	13%	7.3%	inhibitors of VEEV 10K pilot screen=2.6
CC(C)(C)NC(=O)C(c1ccccn1)N(C(=O)c1csnn1)C1CCCC1 (stereo not drawn)	5%	5%	-10%	-4%	0.2%
CCOC(=O)N1CCc2c(sc(NC(=O)CN3CCOCC3)c2C#N)C1	-8%	5%	.	2%	i
COc1ccc(-c2nc(CS(=O)(=O)CC(=O)NCc3ccccc3Br)c(C)o2)cc1	19%	3%	5%	-4%	1.3%	inhibitors of VEEV 10K pilot screen=1.3
N#Cc1ccc(OCc2ccc(C(=O)O)o2)cc1	-9%	-20%	3%	-3%	0.6%
COCCSc1ccccc1C(=O)Nc1nnc(C)s1	0%	-2%	-4%	-10%	2.8%
Cc1nc(NCC2CC2)c2nnn(Cc3ccccc3)c2n1	-6%	-6%	11%	5%	0.4%
Cc1csc(SCc2ccc(C(=O)O)cc2)n1	6%	-7%	-4%	-11%	0.9%
CCOc1ccccc1Nc1nc2ccccc2[nH]1	14%	9%	-10%	-1%	5.2%
O=C(COC(=O)/C=C/c1ccco1)Nc1cc(S(=O)(=O)N2CCOCC2)ccc1Cl	-13%	-2%	9%	.	1.2%
Fc1ccc(C2NCCc3[nH]cnc32)cc1 (stereo not drawn)	-14%	7%	18%	-4%	1.2%	inhibitors of VEEV 10K pilot screen=0.4
CN(CC(=O)Nc1ccc(F)cc1)CC(=O)N1CCCCC1	4%	-7%	-5%	.	0.7%
COc1ccc(C(=O)N/C(=C/c2cccnc2)C(=O)Nc2cccc(C(C)=O)c2)cc1OC	-11%	-3%	-3%	1%	1.1%
O=C(CSCc1ccc(Cl)cc1)NN=C1CCCCCC1	37%	?	-11%	-5%	1.5%
O=C(O)C1CCC(CNS(=O)(=O)c2ccccc2)CC1 (stereo not drawn)	-7%	-3%	-8%	-10%	0.6%
Cn1nc(C(=O)Nc2sccc2C(N)=O)ccc1=O	2%	-2%	-14%	-4%	5.6%
CN(C)C(=O)N1CCCC(C(=O)NCCc2ccccc2)C1 (stereo not drawn)	-3%	-6%	-2%	6%	1.8%
Cc1cc(-c2n[nH]c(=S)n2/N=C/C=C/c2ccco2)n[nH]1	-4%	4%	-12%	7%	4.4%
CC(C)NC(=S)N1CCN(c2ncccn2)CC1	-3%	2%	4%	-6%	0.2%
CCN(CC(=O)Nc1cc(Cl)ccc1OC)CC(=O)NC1CCS(=O)(=O)C1 (stereo not drawn)	-12%	-3%	-18%	12%	i
CC1CCCCN1C(=O)COC(=O)/C=C/c1ccc2ccccc2n1 (stereo not drawn)	?	?	2%	3%	9.6%
CCc1ccc(-c2ccc(SCC(=O)NCC3CCCO3)nn2)cc1 (stereo not drawn)	68%	-4%	-7%	7%	0.9%
COc1cc(C2NCc3ccccc3-n3cccc32)ccc1O (stereo not drawn)	3%	0%	4%	3%	i
Cc1oc(-c2ccc(Cl)cc2)nc1CN1CCCC(C(=O)N2CCN(C(=O)c3ccco3)CC2)C1 (stereo not drawn)	31%	-6%	3%	-3%	i
C=CCN1C(=O)C(Cc2ccccc2Cl)SC1=Nc1ccc(C(=O)O)cc1 (stereo not drawn)	10%	8%	-18%	-9%	5.2%
COc1ccccc1CNC(=O)N/C=C/c1ccc(Cl)cc1	30%	-3%	-1%	-3%	2.4%
CC(=O)CC(=O)Nc1ccc(C(N)=O)cc1	-7%	-11%	-4%	-11%	0.4%
Cc1ccc(C(=O)NC(=S)Nc2ccccc2C(F)(F)F)cc1C	46%	2%	4%	-17%	3.5%
O=[N+]([O-])c1ccc2cn[nH]c2c1	12%	1%	3%	-5%	1.0%
CCOc1ccc(CC(=O)C2=C(N3CCOCC3)CC(C)(C)CC2=O)cc1OCC	1%	1%	1%	1%	0.3%
Cn1c(=O)c2ncn(CC(=O)O)c2n(C)c1=O	0%	0%	-9%	2%	0.5%
Cc1cc(=O)n2cccc(O)c2n1	6.1µM*	5.9µM*	1%	10%	1.4%
COc1ccc(-n2nc3cc(C)c(NC(C)=O)cc3n2)cc1	.	3%	-1%	-7%	6.2%	inhibitors of VEEV 10K pilot screen=3.1
CN(c1ccc(OCC(=O)O)cc1)S(=O)(=O)c1ccc2ccccc2c1	-14%	-4%	-12%	-5%	1.9%
CCOc1ccc(C(=O)NC2CC(C)(C)NC(C)(C)C2)cc1	-12%	-3%	-28%	-6%	1.0%
CC1CCN(C(=O)COc2ccccc2F)CC1	-7%	-1%	0%	-8%	i
COc1ccc(C)cc1Cn1c(S(C)(=O)=O)nc2ccccc21	18%	-3%	-10%	-3%	i
O=C(Nc1ccccc1Cl)C1CCCN(S(=O)(=O)c2ccc(-n3cnnn3)cc2)C1 (stereo not drawn)	1%	1%	-1%	8%	1.0%
CCc1cccc(C)c1NC(=S)N1CCCCC1c1cccnc1 (stereo not drawn)	-12%	8%	1%	8%	i
COc1cccc(C2C(C#N)=C(N)N(c3ncn[nH]3)C3=C2C(=O)CCC3)c1 (stereo not drawn)	-19%	7%	-7%	-20%	0.4%
CS(=O)(=O)N1Cc2ccccc2CC1C(=O)OCC(=O)Nc1ccc2ccccc2c1 (stereo not drawn)	6%	36%	7%	-9%	2.3%
CC(C)(C)c1ccc(C(=O)NCC(=O)OCC(=O)Nc2ccccc2[N+](=O)[O-])cc1	-5%	1%	1%	-9%	1.1%
COc1cc(/C=C(\C#N)C(=O)NCC2CCCO2)ccc1OCC(N)=O (stereo not drawn)	1%	4%	8%	-1%	0.4%
Nc1nc(SCC(=O)Nc2ccc(C(F)(F)F)cc2)[nH]c(=O)c1NC(=O)c1ccc(F)c(F)c1	-9%	-15%	-18%	-6%	2.7%
Cc1ccccc1C(=O)Nc1ccccc1Sc1ccccc1	12%	-3%	-11%	7%	3.1%
O=C(c1ccc(S(=O)(=O)Nc2ccc(F)cc2)cc1)N1CCN(C(=O)c2ccco2)CC1	14%	-13%	5%	-3%	0.2%

Gathered by group, those above with an NH in an aromatic ring.
SMILES	tuberculosis growth	H37Rv inhibition	H1N1 NS1A inhibition	PhoP GFP inhibition	inhibitors of VEEV	others
COC(=O)CSc1n[nH]c(-c2ccncc2)n1	-2%	-2%	2%	7%	5.1%
Cc1sc2nc(COC(=O)c3cccc(S(=O)(=O)N(C)c4ccccc4)c3)[nH]c(=O)c2c1C	37%	-10%	0%	4%	1.6%
CC(=O)CCc1c(C)[nH]c2ccc(NC(C)=O)cc2c1=O	12%	-6%	5%	6%	0.9%
CCOc1ccccc1Nc1nc2ccccc2[nH]1	14%	9%	-10%	-1%	5.2%
Fc1ccc(C2NCCc3[nH]cnc32)cc1 (stereo not drawn)	-14%	7%	18%	-4%	1.2%	inhibitors of VEEV 10K pilot screen=0.4
Cc1cc(-c2n[nH]c(=S)n2/N=C/C=C/c2ccco2)n[nH]1	-4%	4%	-12%	7%	4.4%
O=[N+]([O-])c1ccc2cn[nH]c2c1	12%	1%	3%	-5%	1.0%
COc1cccc(C2C(C#N)=C(N)N(c3ncn[nH]3)C3=C2C(=O)CCC3)c1 (stereo not drawn)	-19%	7%	-7%	-20%	0.4%
Nc1nc(SCC(=O)Nc2ccc(C(F)(F)F)cc2)[nH]c(=O)c1NC(=O)c1ccc(F)c(F)c1	-9%	-15%	-18%	-6%	2.7%

Assay outcomes: PubChem BioAssay, Southern Research Specialized Biocontainment Screening Center
